RBX1-CUL1 inh = blocks human RBX1-Cullin-1 di-ubiquitin formation; AID 1347404; 140,000 tested, 0.6% active; inhibition, % at 10 µM; in vitro K48 di-Ub FRET, acceptor:donor ratio, 45 min; P62877+Q13616; in the data active = inhibition above about 25%
Target sequence (P62877 whole entry, looked up): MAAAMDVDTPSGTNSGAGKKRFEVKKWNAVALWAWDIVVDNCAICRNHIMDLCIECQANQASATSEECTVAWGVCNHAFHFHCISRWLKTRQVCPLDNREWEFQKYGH
Target sequence (Q13616 whole entry, looked up): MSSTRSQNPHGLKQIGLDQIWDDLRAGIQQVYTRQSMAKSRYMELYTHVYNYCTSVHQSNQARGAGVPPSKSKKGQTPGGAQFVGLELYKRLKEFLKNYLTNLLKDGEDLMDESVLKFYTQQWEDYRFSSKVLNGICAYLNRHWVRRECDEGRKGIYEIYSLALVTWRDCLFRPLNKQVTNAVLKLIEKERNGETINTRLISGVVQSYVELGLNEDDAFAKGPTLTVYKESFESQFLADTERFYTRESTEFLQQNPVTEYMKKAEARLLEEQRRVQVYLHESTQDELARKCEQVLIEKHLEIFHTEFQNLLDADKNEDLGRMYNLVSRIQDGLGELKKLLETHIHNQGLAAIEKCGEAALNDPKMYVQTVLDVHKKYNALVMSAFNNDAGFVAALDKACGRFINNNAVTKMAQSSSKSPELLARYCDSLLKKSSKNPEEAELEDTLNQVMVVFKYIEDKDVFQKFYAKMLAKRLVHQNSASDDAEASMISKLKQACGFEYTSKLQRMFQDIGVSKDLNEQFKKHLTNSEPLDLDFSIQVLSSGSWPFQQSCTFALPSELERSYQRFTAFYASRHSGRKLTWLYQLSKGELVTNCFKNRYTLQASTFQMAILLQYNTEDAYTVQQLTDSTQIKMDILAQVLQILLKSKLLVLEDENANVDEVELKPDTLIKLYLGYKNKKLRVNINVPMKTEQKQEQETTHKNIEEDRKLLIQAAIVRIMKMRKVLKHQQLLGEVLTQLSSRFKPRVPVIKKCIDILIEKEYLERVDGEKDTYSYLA
The depositor's hits bear a star. The list is partial; the hit share may differ from the screen's.

RBX1-CUL1 inh | structure
-4 | CCCN(CCC)S(=O)(=O)c1ccc(C(=O)Nc2cccc(-c3nc4ccccc4[nH]3)c2)cc1
10 | Cc1ccc(OCCOc2ccccc2/C=N/NC(=O)Cc2nnc(N)s2)cc1
5 | CCCS(=O)(=O)c1c(S(=O)(=O)CCC)c2cc(CC)ccn2c1C(=O)c1ccc(Cl)cc1
-4 | Cc1cc(C)cc(NC(=O)c2ccccc2NC(=O)CCC(=O)O)c1
-1 | Cc1ccc(O)c(/C=N/NC(=O)C(Cc2cccs2)=NC(=O)c2ccccc2Cl)c1
-4 | CCn1nc(C)c(CNC2CCN(c3ccc(C(=O)NCCN4CCOCC4)cc3)CC2)c1C
-4 | Cc1nc(N2CCCC(C(=O)N(C)CC(O)c3ccccc3)C2)nc2cc(S(C)(=O)=O)ccc12 (stereo not given)
6 | Cc1ccc(NC(=O)c2ccc([N+](=O)[O-])o2)c(C)c1
-11 | Cc1cccc(-n2c(-c3ccco3)nc3c(cnn3-c3ccc(F)cc3)c2=O)c1
-3 | Cn1c2ccccc2c2nnc(SCC(=O)NCc3ccoc3)nc21
-7 | CCOC(=O)C1C(=N)Oc2ccc3ccccc3c2C1c1cccc(Cl)c1 (stereo not given)
3 | Cc1nn(C(C)C)c(C)c1CN(C)C(=O)Cn1ncc(N(C)C)cc1=O
-8 | COc1cccc(N2CCN(C(=O)CCC3(Cc4ccc(F)c(OC)c4)CCC(=O)N3)CC2=O)c1 (stereo not given)
2 | N=C1/C(=C\c2ccc(-c3ccccc3)o2)C(=O)N=C2SC(C34CC5CC(CC(C5)C3)C4)=NN12
12 | Cc1cn2c3c(=O)n(C)c(=O)n(C)c3nc2n1-c1ccc(O)cc1
9 | Cc1ccc(-n2nc3c(N4CCC(C(=O)N(C)Cc5ccccc5)CC4)nnc(C)c3c2C)cc1
-6 | CCCC1=C(C(=O)OCC)C(c2cc(OC)ccc2OC)n2c(s/c(=C\c3cc(C)n(-c4ccc5c(c4)OCO5)c3C)c2=O)=N1 (stereo not given)
-1 | COC(=O)c1scc([N+](=O)[O-])c1-c1c([N+](=O)[O-])csc1C(=O)OC
-13 | Cc1ccccc1Nc1c(-c2ccsc2)nc2c(C)cccn12
-6 | COc1c(C)cccc1C(=O)NC(=S)Nc1cccnc1
-7 | S=c1[nH]nc(-c2ccco2)n1Cc1ccco1
5 | CC(=O)SCC(=O)c1ccccc1
11 | CCc1nc(SCCO)c2oc3ccccc3c2n1
9 | O/N=C1\CCCc2[nH]c3ccccc3c21
0 | CCOc1cc(/C=C2\C(=O)NN(c3ccccc3)C2=O)ccc1OCc1ccccc1C#N
4 | O=C(CC1NC2CCCCC2NC1=O)Nc1cccc(F)c1 (stereo not given)
-3 | COc1ccc(S(=O)(=O)Nc2ccc(-c3cn4ccsc4n3)cc2)cc1OC
-3 | O=c1c2c(-c3ccccc3)csc2[nH]c(=S)n1-c1ccccc1
-3 | COc1cc(OC)c(NC(=O)CCNS(=O)(=O)c2ccc3c(c2)oc(=O)n3C)cc1Cl
-2 | CCC1CN(Cc2ccccc2OC)Cc2cc(OC)ccc2O1 (stereo not given)
-4 | CC(C)OC(=O)CC12CN(C)CC(CC(=O)OC(C)C)(CN(C)C1)C2=O
-5 | CCOc1ccc(CC(=O)NCCc2csc(-c3ccc(C)cc3)n2)cc1
6 | O=C(c1nc(-c2ccccc2)n(-c2ccccc2)n1)N1CCCCC1
3 | COc1cc(/C=N/NC(=O)C(c2ccccc2)c2ccccc2)cc(OC)c1OC
4 | CN(C)c1ccc(C=C2C(=O)c3ccccc3C2=O)cc1[N+](=O)[O-]
-7 | CCCn1nnc(NC(=O)c2ccc(OC)cc2)n1
7 | Cc1nnc(SCC2=NC(=NC(N)=Nc3cccc(Cl)c3)NC(=O)C2)s1
-4 | CC(C)NC(=O)c1ccc(Cl)c(Cl)c1
-1 | CCS(=O)(=O)c1ncc(CN(C)Cc2cccc(OC)c2)n1CCc1ccccc1
-14 | COc1ccc(-c2c(C)[nH]c(C)c2C(C)=O)cc1

Three entries out of the list, arranged by molar mass, descending.
RBX1-CUL1 inh | structure
3 | COc1cc(/C=N/NC(=O)C(c2ccccc2)c2ccccc2)cc(OC)c1OC
6 | O=C(c1nc(-c2ccccc2)n(-c2ccccc2)n1)N1CCCCC1
-7 | CCCn1nnc(NC(=O)c2ccc(OC)cc2)n1

(listing goes on)
RBX1-CUL1 inh | structure
5 | CCc1nc2sc(C(=O)Nc3ccc(F)cc3)c(N)c2cc1C
7 | CCOc1cc(/C=N\NC(=O)CN2CCOCC2)ccc1OCC(=O)Nc1ccc(C)c(C)c1
-1 | CC(=O)Oc1ccc2c(=O)c(Oc3ccc(C(=O)O)cc3)coc2c1
5 | Cc1cc(C(F)(F)F)nc(SCc2ccc(C(=O)NNC(=O)c3ccccc3C)o2)n1
-2 | CC(C)(C)NS(=O)(=O)c1ccc(NC(=O)C2CCCO2)cc1 (stereo not given)
-9 | CCCN(c1ccc(C(C)C)cc1)S(=O)(=O)c1ccc2c(c1)oc(=O)n2CC(=O)OCC
0 | Cc1ccc(Cn2c(=O)c3c(nc4oc(C)c(C)n43)n(C)c2=O)cc1
1 | COc1ccc(CCNC(=O)CCn2c(=O)c3ccccc3n(Cc3ccccc3)c2=O)cc1OC
11 | COc1cccc(C2=NC(C(F)(F)F)(C(F)(F)F)C3C(=O)NC(=O)N(c4ccccc4)C3=N2)c1 (stereo not given)
-1 | COc1ccc(Cl)cc1C(=O)Nc1ccc(N2CCCCC2)c(Cl)c1
0 | N#CC1(C#N)OC(C#N)(C#N)C2c3ccccc3C=CC21 (stereo not given)
-6 | Cc1ccc(N(CC#N)c2ncn[nH]2)c(C)c1
0 | COc1cccc(CN2CCc3nc(Nc4ccc5c(c4)OCCO5)ncc3C2)c1
11 | COc1cccc(-c2nc3c(C#N)c[nH]n3c2NC2CCCCC2)c1
-2 | O=S(=O)(c1ccccc1)n1ccc2ccccc21
7 | CC1CCN(S(=O)(=O)c2cc(C(=O)Nc3ccc(Br)cc3F)n(C)c2)CC1
3 | COc1ccc2ccc(OCc3nc(C(=O)N(C)C(C)c4ccon4)co3)cc2c1 (stereo not given)
-1 | COc1ccc(CNc2nc(C)c([N+](=O)[O-])c(C)c2C#N)cc1
5 | CCCCNCc1ccc(C(=O)O)cc1
2 | CCOc1ccc(-c2cc(-c3ccccc3)c3c(N)c(C(=O)Nc4ccccc4C)sc3n2)cc1
7 | Cc1ccccc1C(=O)Nc1cc(S(=O)(=O)O)cc(C(=O)O)c1OC(=O)c1ccccc1C
9 | CCCC(=O)Nc1cc(Cl)c(OC)cc1OC
6 | O=c1[nH]cnc2sc(-c3ccccc3)cc12
3 | O=C1NN(c2cccc(Cl)c2)C(=O)/C1=C\c1cc(Br)ccc1O
2 | COc1cccc(C(=O)Nc2cccc(OC(=O)c3ccc(Br)o3)c2)c1
-3 | CCCc1[nH]nc2c1C(c1cccc(OCC)c1OCc1ccccc1)C(C#N)C(=N)O2 (stereo not given)
2 | O=C(Nc1cccnc1)c1cc(-c2ccc(Cl)cc2)on1
3 | COC(=O)CC1Oc2ccc(C)cc2-n2cc(-c3ccc(F)cc3)nc21 (stereo not given)
2 | CCOc1c(Cl)cc(C(=O)Nc2cccc(C(=O)O)c2)cc1Cl
-3 | Oc1cccc(-c2nc(-c3cccs3)c(-c3cccs3)[nH]2)c1
3 | O=C(CCC(=O)Nc1cccc(C(F)(F)F)c1)N/N=C/c1cccc(Oc2ccccc2)c1
-2 | Cc1ccc(Cl)cc1N1CCN(C(=O)COc2cc(=O)n(C)c3ccccc23)CC1
3 | O=C(CCN1CCCCO1)NCc1cccnc1Oc1ccccc1F
3 | O=S(=O)(Oc1cccc2ccccc12)c1ccc(I)cc1
-1 | CN(C)c1ncccc1CNCc1cccc2cccnc12
1 | NC(=O)C1(c2ccccc2)CCCC1
5 | COc1cc(C(=O)OCCN2CCN(C(=O)c3cccnc3Cl)CC2)cc(OC)c1OC
1 | CCOc1ccccc1NC(=O)c1nc2nc(C)cc(C(F)F)n2n1
-2 | CCCC(=O)Nc1cccc(C(=O)Nc2ccc(S(=O)(=O)Nc3ccc(C)cc3)cc2)c1
-9 | Fc1cccc(-c2oncc2-c2nnnn2-c2ccc(Cl)cc2)c1
31* | N=CC1Nc2ccccc2C1=O (stereo not given)
9 | O=[N+]([O-])c1ccc(C2Nc3c(Cl)cc(Cl)cc3C3C=CCC32)cc1 (stereo not given)
-7 | COc1cc(CC2(CCC(=O)N3CCC(c4ccc(F)cc4)C3)CCC(=O)N2)ccc1F (stereo not given)
-3 | COc1ccc(NC(=O)CSc2nnc(CSc3nc(C)cc(C)n3)n2C)cc1
-9 | CC(=NNC(=O)C(=O)Nc1ccc(C)cc1)c1ccccc1
4 | COc1ccc(Br)cc1-c1nc2ccc(C)cc2c(=O)o1
-3 | CCOc1cccc(N2C(=O)c3cccc([N+](=O)[O-])c3C2=O)c1
3 | O=C(NC1CCCN(CCc2ccccc2)C1)c1c(F)ccc(F)c1F (stereo not given)
-4 | COc1ccc(Cl)cc1NC(=O)N1CCN(Cc2cc(=O)n3nc(-c4ccccc4)sc3n2)CC1
-4 | COc1ccc(NC(=O)C2CCCN2S(=O)(=O)c2ccc3c(c2)CCCC(=O)N3)cc1Cl (stereo not given)

Going on with the list:
RBX1-CUL1 inh | structure
3 | COc1cc(/C=C2\SC(NC(C)=O)=NC2=O)ccc1OCc1ccc(Cl)c(Cl)c1
1 | COc1ccc(N2CCN(c3nc4ccccc4n4c(C)nnc34)CC2)cc1
-9 | COc1ccc2c(c1)N(C)CCC2=O
-6 | CCOc1ccccc1NC(=O)C1CCN(S(=O)(=O)c2ccc3[nH]c(=O)ccc3c2)CC1
6 | Cc1csc2nc(COC(=O)CNC(=O)c3ccccc3Cl)cc(=O)n12
0 | Cc1cc(=O)[nH]c(-n2nc(C)cc2C)n1
5 | CCOC(=O)c1cnc2c(ccc3ccccc32)c1Nc1ccc(OC)cc1
9 | CSc1ccccc1C(=O)N1CCC(C(Cc2ccccc2F)N(C)C(=O)c2cccs2)CC1 (stereo not given)
3 | CCSc1nnc(NC(=O)c2sc3nc4c(cc3c2N)CCCCCC4)s1
3 | CCCCC(=O)OC1=C(C(=O)c2ccccc2)N(CCC)S(=O)(=O)c2ccccc21
7 | CCOc1ccc(NC(=O)CN2C(=O)S/C(=C/c3cc(C)n(-c4cc(C)ccn4)c3C)C2=O)cc1
0 | Cc1ccc(CNC(=O)c2cc3c(=O)n(Cc4ccco4)ccc3nc2C)cc1
-3 | O=C(NCCN1CCN(c2cccc(Cl)c2)CC1)Nc1ccccc1C(F)(F)F
5 | NC(=O)c1ccccc1NC(=O)c1cc(Cl)cc(Cl)c1
1 | Nc1nonc1N=NN(CC(=O)Nc1c(Cl)cccc1Cl)c1nonc1N
6 | CCOC(=O)c1ccc(NC(=O)C2(c3ccccc3)CCCC2)cc1
-2 | COc1ccc(Cn2c(C(=O)O)c(CNC3CCC(C)CC3)c3ccc(C)cc32)cc1 (stereo not given)
7 | Cn1cnc(S(N)(=O)=O)c1Cl
-10 | Cc1cc(Cl)ccc1OCC(=O)N(Cc1ccc(N(C)C)cc1)C1CCS(=O)(=O)C1 (stereo not given)
-5 | CC(C)c1cc(C(=O)N2CCN(C)CC2)cs1
-3 | COc1ncnc2sc(-c3ccccc3)cc12
0 | CCOC(=O)c1c(N2C(=N)C(C#N)C(c3ccccc3)C3=C2CCCC3=O)sc2c1CCCC2 (stereo not given)
0 | COc1cc(Br)c(C2CC(=O)Nc3c2ccc2ccccc32)cc1OC (stereo not given)
-9 | Cc1nnc(NCc2ccc(Cl)cc2)c2c1nnn2Cc1ccc(F)cc1
-7 | CCN(CC)S(=O)(=O)c1ccc2c(c1)nc(CN(C)C(=O)Nc1ccc(F)cc1)n2C
-1 | CSc1nc(Nc2ccccc2)c2c(C)c(C)sc2n1
-5 | Oc1c(-c2nc(-c3ccccc3)c(-c3ccccc3)[nH]2)ccc2ccccc12
-3 | Cc1cc(C)n(-c2ccc(C(=O)NC(C)C)cc2)n1
4 | CC(C)C1C(=O)C=C(c2cccs2)N(c2ccc(Cl)cc2)C1=O (stereo not given)
2 | Cc1cc(C)cc(NC(=O)CC2C(=O)NCCN2C(=O)NC2CCCCC2)c1 (stereo not given)
-5 | COc1cc(-c2nnc(/C=C/c3ccccc3)o2)cc(OC)c1OC
65* | CC1(C)OC2OC(C(O)c3cc(O)c4c(c3O)C(=O)c3ccccc3C4=O)C(C)(O)C2O1 (stereo not given)
-2 | Cc1cccc(-c2noc(CN(C3CCCCC3)S(=O)(=O)c3ccc(F)cc3)n2)c1
-6 | CCCCCn1c(CCCNC(=O)c2ccccc2OC)nc2ccccc21
4 | Cc1ncsc1C(=O)N1CCC2(CCCN(CCCc3ccccc3)C2=O)C1 (stereo not given)
2 | CCCCNC(=O)c1ccccc1NC(=O)c1ccncc1
-1 | COc1ccc(C(=O)N/N=C/c2c(F)cccc2F)cc1OC
-12 | CC(=O)/C(Cl)=N\Nc1ccc(Cl)cc1Cl
9 | O=C(O)c1cccnc1C(=O)Nn1cnnc1
-2 | COCc1ccc(C(=O)N2CCOC(Cc3cccc(OC)c3)C2)o1 (stereo not given)
-4 | CC(C)(C)OC(=O)N1CC=C2C(C#N)C(=N)C(C#N)(C#N)[C@H](c3cccnc3)[C@H]2C1 (stereo not given in full)

Of the compounds above, these contain an NH in an aromatic ring:
RBX1-CUL1 inh | structure
-4 | CCCN(CCC)S(=O)(=O)c1ccc(C(=O)Nc2cccc(-c3nc4ccccc4[nH]3)c2)cc1
-7 | S=c1[nH]nc(-c2ccco2)n1Cc1ccco1
9 | O/N=C1\CCCc2[nH]c3ccccc3c21
-3 | O=c1c2c(-c3ccccc3)csc2[nH]c(=S)n1-c1ccccc1
-14 | COc1ccc(-c2c(C)[nH]c(C)c2C(C)=O)cc1
-6 | Cc1ccc(N(CC#N)c2ncn[nH]2)c(C)c1
11 | COc1cccc(-c2nc3c(C#N)c[nH]n3c2NC2CCCCC2)c1
6 | O=c1[nH]cnc2sc(-c3ccccc3)cc12
-3 | CCCc1[nH]nc2c1C(c1cccc(OCC)c1OCc1ccccc1)C(C#N)C(=N)O2 (stereo not given)
-3 | Oc1cccc(-c2nc(-c3cccs3)c(-c3cccs3)[nH]2)c1
-6 | CCOc1ccccc1NC(=O)C1CCN(S(=O)(=O)c2ccc3[nH]c(=O)ccc3c2)CC1
0 | Cc1cc(=O)[nH]c(-n2nc(C)cc2C)n1
-5 | Oc1c(-c2nc(-c3ccccc3)c(-c3ccccc3)[nH]2)ccc2ccccc12

Source: PubChem
